PvdQ inh: P. aeruginosa PvdQ acylase inhibition. purified PvdQ acylase, fluorescence plate reader. AID 488965. inhibition, % at 10 µM. actives 0.063% (n = 340,000); in the data active = inhibition above about 30%, passing the limit was not always enough; inconclusive = no clear call, values can overlap the other calls;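 also: 0% = vehicle neutral wells and 100% = reference inhibitor wells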
LANA DNA inh: blocks KSHV LANA C-terminal domain binding to DNA; inhibition, % at 9 µM; MBP-C-LANA/FAM-LBS DNA binding, fluorescence polarization; actives 0.078% (n = 340,000);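 active = highest replicate inhibition at or above 60% at 9 µM, even if other replicates fall short; inactive = all replicates below 60% inhibition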;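 also: 0% = neutral control wells and 100% = 4 µM acridine orange control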
PfHsp90 set2: inhibits growth of yeast expressing Plasmodium falciparum Hsp90; S. cerevisiae expressing PfHsp90, BacTiter-Glo ATP, 48 h; yeast lacking PDR1 and PDR3 efflux regulators; inhibition, % at 9.4 µM; actives 0.32% (n = 310,000); AID 504621;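 active = every replicate shows inhibition above about 80%, whatever the replicate mean, limit read from the data; inconclusive = mean inhibition reaches the set limit but some replicate falls short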;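 also: 0% = DMSO neutral controls and 100% = 20 µM radicicol positive controls; yeast relying on Plasmodium falciparum Hsp90 in place of its own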
cardiac RTF act: increases calcium sensitivity of human cardiac regulated thin filaments | actives 0.24% (n = 340,000) | IANBD-labeled TnC RTF fluorescence at EC20 calcium; 0% EC20 calcium, 100% full calcium | P19429+P45379 | activation, % at 7.2 µM;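 active = activation above the mean over all tested compounds plus 3 SD, cut at about 30% in these data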;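 also: rise in fluorescence read as greater calcium sensitivity of cardiac thin filaments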
RTF Ca sens inh: cardiac RTF calcium desensitization; P19429+P45379; IANBD-labeled cardiac RTF, Ca2+ fluorescence; inhibition, % at 7.15 µM; actives 0.12% (n = 340,000);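 active = inhibition above the mean inhibition of all tested compounds plus 3 SD, cut at about 17% in these data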;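 also: assay run at fixed EC70 calcium of 1.6 mM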
Mot1-301 SUMO: inhibitors of SUMOylation pathway: yeast Mot1-301 growth rescue | S. cerevisiae Mot1-301 growth rescue, ATP luminescence, 38.5C; percent above DMSO median, 100 means doubled | growth rescue, % at 18.8 µM | actives 1% (n = 320,000);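 active = every valid replicate shows activation above 250% relative to neutral control wells; inactive = the rest, any valid replicate at or below 250%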;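 also: OY570 slx delta 5 strain wells were the positive control but not used for scaling; some compounds called inactive have numbers as strong as hits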
NSD2 inh: blocks human histone methyltransferase NSD2; O96028; NSD2 peptide methylation, AlphaScreen, 120 min; inhibition, % at 12.5 µM; actives 0.54% (n = 310,000); AID 743445; in the data active = inhibition above about 50%
Keap1 Nrf2 FP: Keap1-Nrf2 (human) interaction inhibition; Q14145; Keap1 Kelch-Nrf2 peptide fluorescence polarization, 1536-well; inhibition, % at 9.4 µM; actives 0.15% (n = 340,000); in the data active = inhibition above about 12%; inconclusive = no clear call, values can overlap the other calls; inactive = below about 7.3%;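 also: human Keap1 Kelch domain with fluorescein labeled Nrf2 9mer peptide probe; 0% = neutral control wells and 100% = peptide positive control; higher means more block of Keap1 binding to Nrf2 peptide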
Target sequence (Q14145 whole entry, looked up, the tested form may be a part): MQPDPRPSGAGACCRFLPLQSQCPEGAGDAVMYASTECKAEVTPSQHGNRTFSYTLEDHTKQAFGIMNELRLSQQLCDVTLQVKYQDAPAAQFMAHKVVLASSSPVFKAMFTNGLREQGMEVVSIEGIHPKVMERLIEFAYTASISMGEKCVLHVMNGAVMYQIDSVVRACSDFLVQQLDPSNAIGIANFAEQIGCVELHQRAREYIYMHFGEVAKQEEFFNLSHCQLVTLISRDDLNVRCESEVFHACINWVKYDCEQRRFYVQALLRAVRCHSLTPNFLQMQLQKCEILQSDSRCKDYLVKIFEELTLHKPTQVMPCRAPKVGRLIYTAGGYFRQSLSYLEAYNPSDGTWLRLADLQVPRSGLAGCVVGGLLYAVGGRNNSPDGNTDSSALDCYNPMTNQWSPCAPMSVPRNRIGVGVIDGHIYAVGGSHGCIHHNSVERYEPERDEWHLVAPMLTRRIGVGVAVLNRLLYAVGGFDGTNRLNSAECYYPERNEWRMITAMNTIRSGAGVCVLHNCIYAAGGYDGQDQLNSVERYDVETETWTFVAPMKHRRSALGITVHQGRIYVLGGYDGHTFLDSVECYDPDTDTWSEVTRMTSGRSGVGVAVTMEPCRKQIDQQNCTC
Rtt109 Vps75: inhibitors of Candida albicans Rtt109/Vps75 histone acetyltransferase | purified Rtt109/Vps75, ThioGlo CoA-SH fluorescence, 4 h | inhibition, % at 34.9 µM | actives 0.16% (n = 330,000) | AID 540336;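 active = inhibition of at least 50% in every replicate; inconclusive = best replicate reaches 50% inhibition but some replicates fall short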
CDK5 p35 inh: blocks human CDK5/p35 kinase activity | inhibition, % at 10 µM | AID 488839 | Recombinant CDK5/p35, ADP-Glo luminescence, 60 min | actives 0.01% (n = 330,000);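 active = highest replicate inhibition of at least 50% and at least 75% of replicates reaching 50%; inconclusive = only one of the two criteria met; inactive = both criteria failed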;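 also: plate controls were DMSO neutral control for no effect and GW8510 at 10 µM for full effect; many of its hits are not listed in these tables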
dFosB act: activators of mouse delta FosB homodimer; P13346; AID 493131; purified delta FosB, TAMRA-CDK5 oligo fluorescence polarization; percent of positive-control signal above neutral wells; activation, % at 25 µM; actives 0.99% (n = 340,000);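 active = mean activation above about 17%, with every replicate also reaching it, limit read from the data, passing the limit was not always enough; inconclusive = only one of the two conditions met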;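 also: fluorescence polarization rise as delta FosB binds a TAMRA Cdk5 AP-1 oligo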
Target sequence (P13346 whole entry, looked up): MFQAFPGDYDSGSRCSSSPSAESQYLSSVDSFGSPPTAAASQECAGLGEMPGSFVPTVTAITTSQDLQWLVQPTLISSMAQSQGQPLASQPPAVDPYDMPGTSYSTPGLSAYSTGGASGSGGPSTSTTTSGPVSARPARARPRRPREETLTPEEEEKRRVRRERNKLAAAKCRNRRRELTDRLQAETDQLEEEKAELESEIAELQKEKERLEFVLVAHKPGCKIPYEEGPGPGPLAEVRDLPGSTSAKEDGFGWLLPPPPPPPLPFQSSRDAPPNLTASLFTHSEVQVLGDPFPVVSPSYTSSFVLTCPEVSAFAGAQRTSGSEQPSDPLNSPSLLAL
Numbers without * were called inactive; ? = inconclusive; / = no result given. Rows were taken by chance, and some 3.2% of all compounds hit somewhere here.

SMILES,Rtt109 Vps75,dFosB act,cardiac RTF act,Mot1-301 SUMO,NSD2 inh,CDK5 p35 inh,LANA DNA inh,Keap1 Nrf2 FP,RTF Ca sens inh,PfHsp90 set2,PvdQ inh
O=C(CSCc1ccccc1Cl)NN1C(=O)c2ccccc2C1=O,4.0,-0.1,-3.0,9.7,15.3,-1.3,0.2,1.3,-3.1,5.2,-5.8
COc1ccc2c(=O)c(-c3ccc(OC)c(OC)c3)coc2c1,0.9,-2.4,-1.5,5.1,/,-0.9,2.2,2.2,-2.7,14.7,-12.6
Fc1ccc(-c2n[nH]c(=S)n2/N=C/c2c[nH]c3ccccc23)cc1,-3.1,12.0,1.5,12.1,0.8,5.0,-0.5,0.1,-1.2,-4.1,-1.3
COc1ccc([N+](=O)[O-])cc1NS(=O)(=O)c1ccc(C)cc1,-0.5,3.0,1.1,4.2,-2.2,1.7,1.7,3.9,-0.3,6.0,3.6
COc1ccc(/C=N/Nc2cc(C)nc(-n3nc(C)cc3C)n2)c(OC)c1,7.0,-11.4,-0.7,-1.6,2.6,0.2,0.6,3.6,-14.7,-22.4,9.3
CCN(CC)CCC(=O)N1c2ccccc2Sc2ccc(Cl)cc21,17.4,-1.8,-0.2,1.2,/,0.7,0.7,-2.8,12.6,-10.8,3.7
O=C(Nc1nnc(SCc2ccccc2Cl)s1)c1cccc([N+](=O)[O-])c1,1.4,9.6,1.6,-8.1,0.1,1.3,-0.4,2.4,-9.9,5.7,-3.2
O=C(CSc1nnc(SCC(=O)NCc2ccc3c(c2)OCO3)s1)NCc1ccc2c(c1)OCO2,-2.5,-6.2,3.1,/,10.6,1.9,1.4,0.5,-9.9,-11.7,-9.1
Cc1cc(C)nc(N2CCCC(C(=O)NCC(c3ccccc3)c3ccccc3)C2)n1 (stereo not given),1.8,-2.5,0.4,-12.5,0.8,-0.8,0.3,-3.0,-10.2,/,-9.7
Cc1nc(N2CCCCC2)c2ccsc2n1,/,2.9,5.9,16.2,1.8,0.7,0.0,2.2,-8.4,/,-6.8
C=CCn1c(C)c(C(C)=O)c(N2CCOCC2)nc1=S,-66.7,0.4,-1.0,15.6,20.0,-1.4,-0.1,-6.0,2.1,-13.0,23.8
Cc1cc(Br)c(NC(=O)Cn2c([N+](=O)[O-])cnc2C)cc1C,-10.5,1.4,-1.6,0.2,-3.0,-0.4,-1.2,-2.3,-3.0,0.8,0.4
CCC1(C)Cc2ccccc2-c2nc(SCC(N)=O)[nH]c(=O)c21 (stereo not given),-3.4,-8.9,-0.5,179.3,0.9,-1.9,0.0,-7.4,-1.8,5.1,-1.3
Cc1nc2ccccc2nc1CN1CCN(Cc2ccc(F)c(F)c2)C(CCO)C1 (stereo not given),0.0,-3.2,1.7,-15.7,/,3.2,1.0,-1.5,-5.7,-67.2,1.3
CCOC(=O)c1ccc(N=C2SC(C(=O)Nc3ccc(C(=O)O)cc3)CC(=O)N2Cc2cccs2)cc1 (stereo not given),0.6,-16.1,3.3,-13.0,1.9,-2.2,-1.8,1.5,-5.3,1.8,-13.9
O=C(COC(=O)CSc1ccc([N+](=O)[O-])cc1)NCCCc1ccccc1,-5.7,-8.2,-1.9,-1.9,0.1,-3.2,-0.7,-3.9,-6.1,-4.0,-9.6
COc1ccc(C2C(C(=O)c3ccccc3)N3c4ccccc4C=CC3C2[N+](=O)[O-])cc1 (stereo not given),21.9,-10.9,18.2,/,/,-0.9,-2.0,-70.7,-26.1,7.6,-11.8
Cc1cccc(CS(=O)(=O)c2cn(CC(=O)N3CCOCC3)c3ccccc23)c1,5.2,-3.3,5.2,-3.6,-20.9,0.0,-0.9,-6.8,-1.1,35.0,-16.1
Cc1ccc(S(=O)(=O)N2CCN(C(=O)COC(=O)c3cc([N+](=O)[O-])ccc3NCCO)CC2)c(C)c1,2.3,-9.2,3.6,17.4,-1.9,-6.2,-0.4,-6.5,1.7,-8.6,-7.7
CC(C)CCNC(=O)CCCOc1ccccc1,6.0,-10.1,-4.8,12.8,4.0,-1.9,0.1,-0.1,3.8,20.3,-2.8
Cc1c(NC(=O)c2cccc(NC(=O)COc3ccc(C#N)cc3)c2)c(=O)n(-c2ccccc2)n1C,-1.8,-12.3,-7.2,/,-1.2,0.1,0.3,-2.1,1.2,-25.2,-11.1
CCCC(=O)Nc1cc2c(cc1C(C)=O)OCCO2,8.0,6.1,5.0,0.2,-3.9,3.3,0.1,-2.9,-6.7,/,-8.2
COCCCNC(=O)Cn1nnc(-c2ccc(NC(=O)c3ccccc3F)cc2)n1,-2.1,13.3,-5.6,33.9,-0.4,-0.2,-0.3,0.7,-6.9,-113.0,3.4
CC1CCC(CC(=O)O)(C(=O)O)CC1 (stereo not given),0.8,7.0,0.7,/,0.1,-2.3,0.8,0.1,-2.3,-14.7,-10.5
Cc1nc2nc(C)n(-c3ccccc3)c2s1,-1.6,-13.8,-4.6,565.8,/,1.7,1.3,1.2,5.3,-9.6,2.3
COc1cccc(OC)c1C(=O)Nc1ccc2c3c(cccc13)CC2,8.2,-9.5,6.6,-27.3,1.8,-0.7,0.3,-1.9,-1.7,19.8,-15.8
O=C(O)CN1C(=O)/C(=C\c2cn(CC(=O)N3CCOCC3)c3ccccc23)SC1=S,8.5,-16.4,134.2*,68.1,3.0,-0.8,-35.3,-185.9,-154.1,30.0,-8.1
Cc1ccc(/C=N\NC(=O)Cc2cccn2C)o1,-1.6,-3.4,/,-4.1,-5.3,-0.3,-0.4,-2.4,/,25.3,-12.0
COc1ccc(C)cc1NC(=O)c1ccc(OC(F)F)cc1,1.4,-3.3,-3.3,-0.3,-2.2,-0.6,0.0,-1.5,-4.6,-5.5,-3.4
COc1cc(C)nc(NCc2ccccc2)n1,-10.4,3.0,0.9,-11.5,/,-1.3,3.8,-6.7,-1.9,30.4,-13.1
Cc1ccc2nc(SCC(=O)NCc3ccc(S(N)(=O)=O)cc3)[nH]c2c1,3.0,2.0,-1.4,-10.6,4.1,0.9,5.1,5.2,-5.5,-0.6,-4.1
CN(C)CCN1C(=O)C2C(C(=O)Nc3cc(Cl)cc(Cl)c3)C3C=CC2(O3)C1C(=O)NC1CCCCC1 (stereo not given),8.5,-12.9,5.4,-5.2,8.1,0.5,0.0,3.8,-1.8,13.5,4.8
C(=N\c1nccs1)/Nc1nccs1,-2.7,-4.7,-2.1,10.0,-2.4,0.1,-1.1,1.9,-18.0,34.6,-9.8
Cc1ccc(-c2nc(C3CCCN(S(=O)(=O)c4ccc(C(C)(C)C)cc4)C3)no2)cc1 (stereo not given),8.8,0.5,-7.3,-3.9,/,0.0,1.0,-5.0,5.1,32.1,-10.2
CC[C@H](C)[C@H]1O[C@]2(CC[C@@H]1C)C[C@@H]1C[C@@H](CC=C(C)[C@@H](O[C@H]3C[C@H](OC)[C@@H](O[C@H]4C[C@H](OC)[C@@H](O)[C@H](C)O4)[C@H](C)O3)[C@@H](C)C=CC=C3CO[C@@H]4[C@H](O)C(C)=C[C@@H](C(=O)O1)[C@]34O)O2,0.3,-3.4,6.8,136.9,/,-0.1,-2.3,-7.9,9.3,14.9,-4.3
C=C1CCN([C@@H](CC(C)C)C(=O)NCc2ccco2)S(=O)(=O)c2ccccc21,-0.4,-5.1,0.9,-12.0,/,2.1,4.0,1.2,-4.7,/,-11.3
COc1cc(CN2CCc3ccccc3C2)ccc1O,-3.7,5.0,0.6,55.4,-0.3,-0.3,0.1,-5.3,-3.4,2.2,-14.8
CCOc1ccc(CCNC(=O)COC(=O)/C=C/c2cccc(OC)c2)cc1OCC,1.0,-7.9,-14.0,-20.5,0.4,0.2,-0.9,2.5,-5.0,-2.0,1.4
Cc1cc(C(=O)N[C@H](c2ccccc2)[C@@]2(C)C[C@@H]2[C@@H](C)C(=O)Nc2ccc3ccccc3c2)no1,6.2,-3.6,0.6,-4.0,/,-0.1,-0.3,-7.2,6.7,/,-6.1
O=C(NC1CCCCC1)C1c2ccccc2C(=O)N1Cc1ccc2c(c1)OCO2 (stereo not given),-12.7,-4.6,-0.2,4.3,/,-1.0,1.8,-1.3,-0.7,/,-16.1
O=C(CC1OCC2CCCN2C1=O)Nc1ccc([N+](=O)[O-])cc1 (stereo not given),-2.2,-0.1,-2.0,-3.3,-2.0,-0.8,0.8,-3.8,-7.6,-21.6,-11.5
COc1cc(CNC(=O)C2CCCC2)cc(OC)c1OC,1.5,-12.3,-8.1,-1.0,-3.4,0.2,2.8,?,-4.2,7.5,7.8
CCOc1ccc(NC(=O)CCC(=O)c2ccc(Br)cc2)cc1,-7.3,3.0,3.8,100.6,-3.3,-1.7,2.5,-3.6,-9.2,-30.8,-12.0
Cc1ccc(C(=O)NC2CCCN(c3ccc(C(F)(F)F)cn3)C2)cn1 (stereo not given),-4.9,-8.1,-1.9,-3.5,1.1,1.8,1.0,2.2,-3.8,0.0,-6.5
COC(=O)C1CN(S(=O)(=O)c2ccc(NC(C)=O)cc2)CCS1 (stereo not given),2.3,-6.5,-1.5,-1.3,-5.3,1.6,0.7,1.0,0.2,17.2,-6.3
COc1cc2cnc(CCO[C@H]3CCCCO3)cc2cc1OC,6.1,-5.5,-4.4,26.5,/,-0.4,4.7,-3.8,-0.2,16.3,18.4
Cc1n[nH]c(C)c1SCC(=O)Nc1ccc(F)cc1,-7.5,-1.2,1.3,25.7,-3.9,0.4,-0.6,-4.1,0.7,-1.7,-1.7
CCOC(=O)/C(C#N)=C/c1ccc(OC)c(OC)c1,-22.4,-9.3,-1.7,25.5,3.8,-2.5,2.2,-9.4,-10.6,-2.0,-11.0
Nc1nc(Nc2ccccc2)nc2ccccc12,6.3,0.1,3.4,-33.8,-5.2,6.1,-0.4,-4.1,-9.1,/,7.4
COc1ccc2c(C=O)cn(C)c2c1,6.4,2.0,3.0,175.6,43.1,-1.4,0.8,-2.1,-6.8,1.4,-11.1
COc1ccc(N2CC(C(=O)NC3=NCCS3)CC2=O)cc1 (stereo not given),9.7,1.2,4.2,-0.3,-5.4,0.1,-0.5,1.8,-6.6,-13.8,2.6
O=C(NNC1=NS(=O)(=O)c2ccccc21)c1cccc([N+](=O)[O-])c1,-5.4,3.4,0.7,-13.1,2.1,0.3,1.5,1.2,-8.1,12.0,-5.9
O=C(CN1C(=O)COc2ccccc21)NNC(=O)Nc1ccccc1F,0.4,-1.7,-10.3,520.1,11.3,0.8,-2.4,-1.2,-19.4,-6.8,-4.8

Source: PubChem BioAssay
